POLB inh = qHTS Assay for Inhibitors of DNA Polymerase Beta; P06746; Pol beta primer extension/strand displacement, fluorescence kinetic; Potency, µM (series often up to 114 µM), for the others: at the top dose activity change, negative = inhibition, hits mostly inhibitors; actives 1.3% (n = 340,000); note: potency is the fitted concentration of half-maximal effect; % is set by controls: 0 for no effect and ±100 for the full control effect
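Pol beta (10 nM) and compounds were preincubated 15 min at room temperature, then 50 nM substrate (final) started primer extension/strand displacement. Reads were taken at 0 and 10 min; concentration-response data were fitted to a four-parameter Hill equation.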
BLM inh = qHTS Assay for Inhibitors of Bloom's syndrome helicase (BLM); recombinant BLM DNA unwinding, fluorescence dequenching; Potency, µM (series often up to 56.1 µM), without a hit: at the highest dose activity change, negative = inhibition, actives largely listed as inhibitors; actives 0.2% (n = 350,000); AID 2528, 2010;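 note: potency is the fitted concentration of half-maximal effect; plate controls were vehicle for no effect and no enzyme for full effect; nearly all actives have a fitted effect of over 35% in size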
Apoferritin bind = qHTS Assay for Identification of Novel General Anesthetics; Ferritin light chain (Equus caballus), P02791; actives 0.074% (n = 350,000); Potency, µM (series often up to 77.5 µM), for the others: at the highest dose activity change, negative = displacement, hits mostly inhibitors; apoferritin/1-aminoanthracene competitive binding, fluorescence; AID 485281, 2010; note: potency is the fitted concentration of half-maximal effect; % is set by controls: 0 for no effect and ±100 for the full control effect; nearly all actives have a fitted effect of over 20% in size
Target sequence (P02791 2-175 limits assumed): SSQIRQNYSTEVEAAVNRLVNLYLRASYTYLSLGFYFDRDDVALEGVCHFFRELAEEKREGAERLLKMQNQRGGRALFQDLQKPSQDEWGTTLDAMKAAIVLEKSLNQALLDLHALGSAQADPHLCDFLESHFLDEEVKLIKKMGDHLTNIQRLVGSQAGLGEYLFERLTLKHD
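Concentration-response curves derived by four-parameter Hill fitting of normalized fluorescence, where compounds displaced 1-AMA from 10 uM horse apoferritin following a brief 10 min room-temperature incubation; propofol titration acted as positive control.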
RXFP1 antag = qHTS Assay for Antagonists of the Relaxin Receptor RXFP1. activity change, negative = inhibition, % at 57.5 µM. Relaxin receptor 1 (Homo sapiens), Q9HBX9. HEK293-RXFP1, relaxin-stimulated cAMP HTRF, 30 min; hits give low values. actives 0.59% (n = 350,000). AID 1259400, 2018;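 active = activity change of -60% or lower, but not beyond a set lower limit; inconclusive = change between -60% and -40%, or beyond the set limit; inactive = change above -40%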; note: % is set by controls: 0 for no effect and ±100 for the full control effect
APE1 inh = qHTS Assay for Inhibitors of the Human Apurinic/apyrimidinic Endonuclease 1 (APE1); Potency, µM (titrated, usually from 65.8 µM), inactives show at the top dose activity change, negative = inhibition, usual class: inhibitors; actives 0.35% (n = 350,000); DNA repair nuclease/redox regulator APEX1 (Homo sapiens), P27695; recombinant APE1, TAMRA/BHQ-2 abasic DNA cleavage fluorescence;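 note: potency is the fitted concentration of half-maximal effect; plate controls were vehicle for no effect and reference inhibitor for full effect; nearly all actives have a fitted effect of over 55% in size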
Target sequence (P27695 whole entry, looked up): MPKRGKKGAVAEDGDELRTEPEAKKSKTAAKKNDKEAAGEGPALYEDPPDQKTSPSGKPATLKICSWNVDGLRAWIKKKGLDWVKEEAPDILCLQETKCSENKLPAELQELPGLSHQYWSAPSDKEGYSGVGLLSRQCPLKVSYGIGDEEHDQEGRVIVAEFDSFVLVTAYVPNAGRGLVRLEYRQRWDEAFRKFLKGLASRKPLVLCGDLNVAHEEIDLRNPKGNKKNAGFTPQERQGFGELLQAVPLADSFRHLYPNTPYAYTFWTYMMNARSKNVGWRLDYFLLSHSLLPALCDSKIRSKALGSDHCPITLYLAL
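Measures dequenching upon AP-site incision of a 5'-TAMRA/3'-BHQ-2 THF-containing duplex, 50 nM; human APE1 0.75 nM after 15 min room-temperature exposure to compound; kinetic three-point read at one-minute spacing.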
POLK inh = qHTS for Inhibitors of Polymerase Kappa; DNA polymerase kappa (Homo sapiens), Q9UBT6; purified Pol kappa, fluorescent DNA synthesis assay, 10 min; Potency, µM (titrated, usually from 107 µM), for the others: top-dose activity, negative = inhibition, most hits filed as inhibitors; actives 0.53% (n = 400,000); AID 588579, 2011; note: potency is the fitted concentration of half-maximal effect; % is set by controls: 0 for no effect and ±100 for the full control effect
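10 nM Pol kappa was preincubated with compounds for 15 min at room temperature. Reaction started with 50 nM (final) substrate. Fluorescence read kinetically at 0 and 10 min.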
POLI inh = qHTS for Inhibitors of Polymerase Iota. DNA polymerase iota (Homo sapiens), Q9UNA4. Pol iota fluorescent replication assay, 10 min. Potency, µM (series often up to 115 µM), without a hit: at the highest dose activity, negative = inhibition, hits mostly inhibitors. actives 1% (n = 390,000). AID 588590, 2011; note: potency is the fitted concentration of half-maximal effect
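Fluorescent replication assay read twice, at 0 min and 10 min after adding 50 nM (final) substrate. Enzyme (10 nM) and compounds were first incubated 15 min at room temperature; enzyme-free buffer wells were negative controls.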
Tb PGK inh = qHTS Assay to Find Inhibitors of Phosphoglycerate Kinase; PGK/GAPDH coupled, Kinase-Glo luminescence, 60 min; Potency, µM (highest dose often 57.5 µM), for the others: top-dose activity change, negative = inhibition, usual class: inhibitors; actives 0.043% (n = 380,000); note: potency is the fitted concentration of half-maximal effect; % is set by controls: 0 for no effect and ±100 for the full control effect; nearly all actives have a fitted effect of over 60% in size
Target sequence (P07378 whole entry, looked up): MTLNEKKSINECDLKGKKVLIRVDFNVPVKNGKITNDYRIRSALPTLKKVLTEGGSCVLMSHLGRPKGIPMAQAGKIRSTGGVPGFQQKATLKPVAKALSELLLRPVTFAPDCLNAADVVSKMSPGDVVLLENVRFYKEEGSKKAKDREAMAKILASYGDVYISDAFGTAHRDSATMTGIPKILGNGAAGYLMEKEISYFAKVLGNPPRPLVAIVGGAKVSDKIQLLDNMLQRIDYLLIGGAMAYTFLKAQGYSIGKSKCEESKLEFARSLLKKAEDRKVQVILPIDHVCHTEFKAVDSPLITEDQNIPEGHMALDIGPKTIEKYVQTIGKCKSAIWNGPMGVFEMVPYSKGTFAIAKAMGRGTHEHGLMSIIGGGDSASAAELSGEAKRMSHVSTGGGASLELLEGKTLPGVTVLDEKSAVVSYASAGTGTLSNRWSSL
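Luminescent ATP detection (Kinase-Glo Plus) follows a 60-minute room-temperature incubation, with wells lacking PGK as controls. Buffer: 100 mM TEA (pH 7.6), 5 mM MgCl2, 0.01% Tween-20. Coupling enzyme GAPDH (100 nM final) supplies unstable 1,3-BPG in-well.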
POLH inh = qHTS for Inhibitors of Polymerase Eta | actives 1.2% (n = 390,000) | DNA polymerase eta (Homo sapiens), Q9Y253 | Potency, µM (doses to about 114 µM), without a hit: at the top dose activity change, negative = inhibition, usual class: inhibitors | AID 588591, 2011 | recombinant Pol eta, fluorescent DNA replication assay; note: potency is the fitted concentration of half-maximal effect; % is set by controls: 0 for no effect and ±100 for the full control effect
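Fluorescent replication assay: 50 nM final substrate added after a 15 min room-temperature compound preincubation with 10 nM enzyme. Signal taken at 0 min and again at 10 min.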
An asterisk follows results filed as active; i = inactive; ? = inconclusive; . = no result given; [ ] = remark or other dose. Unless noted, calls come from the whole dose curve; as a rule, active = well fitted curve in the direction sought with a large enough effect; inconclusive = small, poorly fitted or top-dose-only effect, or another doubt; inactive = no such curve, though single readings can be large; an effect the other way counts as inactive or inconclusive. These rows are one share of the data, so the mix of outcomes need not match the whole.

molecule	POLB inh	BLM inh	Apoferritin bind	RXFP1 antag	APE1 inh	POLK inh	POLI inh	Tb PGK inh	POLH inh
Cc1ccc(Cl)cc1N1CCN(C(=O)CN2C(=O)c3cccc4cccc2c34)CC1	-2.0%	-2.3%	-6.1%	-1.9	?	-3.7%	-0.2%	-8.0%	-5.7%
COc1ccc(C(=O)NNS(=O)(=O)c2ccc(OC)cc2)cc1	21.2%	-0.1%	4.2%	-1.8	45.0%[activator]	7.6%	13.9%	-1.6%	-6.8%
NC(=O)Nc1ccc(C(=O)OCC(=O)Nc2cccc(S(=O)(=O)NC3=NCCCCC3)c2)cc1	1.4%	3.9%	0.3%	3.1	4.8%	0.4%	11.3%	-7.0%	-7.7%
CCOC(=O)C1=C(COC(=O)[C@H](C)NS(=O)(=O)c2ccc(NC(C)=O)cc2)NC(=O)NC1C (stereo not given in full)	.	.	.	1.7	12.6%	1.5%	-5.2%	-7.6%	-16.9%
CCOc1ccc(C2=CSC3=NCCN23)cc1	-0.1%	-1.2%	-4.2%	-9.7	8.2%	-17.4%	124.7%[activator]	-6.9%	-25.4%
O=C(COC(=O)CCC(=O)c1cccs1)Nc1cccc(S(=O)(=O)N2CCOCC2)c1	0.0%	-1.5%	?	-4.6	-0.7%	-7.7%	-7.6%	-1.8%	-5.9%
Cc1oc(-c2ccccc2Cl)nc1CS(=O)CC(=O)N1CCN(c2cccc(C(F)(F)F)c2)CC1 (stereo not given)	-20.4%	-8.5%	-4.1%	?	.	4.9%[60.1 µM]	-3.2%	-3.4%	-21.7%
Cc1cc(N2CCN(S(=O)(=O)c3ccc(Cl)cc3)CC2)c2ccccc2n1	3.5%	-4.5%	-12.4%	-24.9	-3.4%	-7.6%	?	.	7.2%
O=C1Nc2ccccc2N=C(c2ccccc2)C1Br (stereo not given)	33.7%	-8.1%	-18.3%	-4.1	6.3%	-14.1%	35.9%[activator]	-1.3%	-8.8%
Cc1cc(-c2ccc(C)c(S(=O)(=O)N3CCN(C(=O)c4ccco4)CC3)c2)on1	6.6%	-0.7%	-13.2%	-6.1	24.8%	5.9%	0.2%	5.6%	-18.6%
COc1ccc(Cl)cc1NC(=O)c1cc(S(=O)(=O)NC2CCCCCC2)ccc1F	-13.3%	-7.5%	3.1%	-5.9	.	0.8%[60.1 µM]	-20.5%	i	-15.4%
COc1cc(C(C)=O)ccc1OCC(=O)OCC(=O)c1cc(C)n(CC2CCCO2)c1C (stereo not given)	.	.	.	3.3	21.1%	-5.3%	11.8%	-7.1%	-16.4%
CC(=O)c1cnc2scnn2c1=O	39.9%	-3.4%	-2.8%	-1.0	13.8%	-12.0%	47.4%[activator]	-6.7%	-15.6%
COc1ccc(-c2c3c(nc4sc(C(=O)Nc5ccccc5)c(N)c24)CCC3)cc1	.	.	.	-1.4	.	-9.0%	-1.4%	-2.5%	-8.2%
COc1ccc(-c2[nH]ncc2[C@@H]2C[C@H]3CN(Cc4ccccc4C)C(=O)[C@]34CCCN24)cc1	6.2%	-5.2%	-10.2%	-2.6	2.1%	-1.5%	9.0%	.	-22.1%

Grouped by structure, the compounds so far with a thiophene ring, fused or not.
molecule	POLB inh	BLM inh	Apoferritin bind	RXFP1 antag	APE1 inh	POLK inh	POLI inh	Tb PGK inh	POLH inh
O=C(COC(=O)CCC(=O)c1cccs1)Nc1cccc(S(=O)(=O)N2CCOCC2)c1	0.0%	-1.5%	?	-4.6	-0.7%	-7.7%	-7.6%	-1.8%	-5.9%
COc1ccc(-c2c3c(nc4sc(C(=O)Nc5ccccc5)c(N)c24)CCC3)cc1	.	.	.	-1.4	.	-9.0%	-1.4%	-2.5%	-8.2%

Following part
molecule	POLB inh	BLM inh	Apoferritin bind	RXFP1 antag	APE1 inh	POLK inh	POLI inh	Tb PGK inh	POLH inh
COc1ccccc1CNC(=O)C(=O)NCC(c1cccs1)S(=O)(=O)c1ccc(F)cc1 (stereo not given)	-0.9%	-3.9%	-0.4%	.	.	2.3%[60.1 µM]	-4.5%	-1.4%	-18.1%
CC1(C)CC(CCNS(=O)(=O)c2ccccc2)(c2ccccc2)CCO1 (stereo not given)	0.4%	0.4%	7.2%	16.3	-0.3%	0.5%	14.9%	-1.0%	-8.3%
CC(CNc1ccc(Cl)cc1)(CNc1ccc(Cl)cc1)[N+](=O)[O-]	.	.	.	-24.5	.	-13.5%	-6.6%	-4.1%	-15.6%
COc1cc(OC)cc(N(C(=O)c2ccco2)C(C(=O)NC2CCCC2)c2ccc(N(C)C)cc2)c1 (stereo not given)	-2.6%	-2.7%	-16.2%	-5.0	-1.4%	-3.2%	7.7%	-6.0%	-18.9%
O=C(C[n+]1ccccc1)N1CCCc2ccccc21	-2.6%	-6.0%	-3.1%	-10.5	4.5%	7.8%	4.8%	i	-1.1%
S=C(Nc1ccc(Cl)c(Cl)c1)NC1CCN(Cc2ccccc2)CC1	-14.1%	-3.7%	-11.7%	-60.8*	-6.6%	-11.7%	0.6%	-1.6%	-24.1%
O=C(CCl)N1CCN(S(=O)(=O)c2ccc3c(c2)OCCCO3)CC1	.	.	.	-1.2	10.6%	-20.3%	-2.7%	i	-7.9%
COC(=O)c1ccsc1NC(=O)C1=COCCO1	3.5%	1.7%	-18.4%	.	1.0%	12.8%	21.5%	-7.9%	-10.0%
O=C(NC1CCCCCC1)C1CCC(=O)N(Cc2ccccc2F)C1 (stereo not given)	-4.2%	-0.1%	-5.8%	-7.1	10.6%	-5.1%	2.1%	-3.1%	-7.8%
Cc1ccc(CCN2CC(C(=O)NCCN(C)C)CC2=O)cc1 (stereo not given)	20.8%	-2.2%	-5.0%	-2.3	23.6%	-4.9%	41.4%[activator]	0.0%	-10.0%
CCOC(=O)c1csc(-n2nc(C)cc2C(F)(F)F)n1	1.8%	0.7%	-11.1%	-3.7	-3.2%	-0.5%	69.1%[activator]	-7.5%	-9.0%
CC(C)NC(=O)c1cnc(N2CCN(c3ccccn3)CC2)c2ccccc12	9.0%	-5.2%	1.3%	6.7	-3.6%	-14.1%	9.3%	-3.3%	4.2%
C=C1C(=O)O[C@@H]2[C@H]1[C@@H](OC(=O)/C(C)=C/C)C/C(C)=C\C(=O)/C=C(\C)[C@@H]2O	2.2%	-1.2%	-4.5%	.	1.0%	-17.6%	?	10.8%	?
Cc1ccc(S(=O)(=O)N(CC(=O)NCC2CCCO2)Cc2ccc(F)cc2)cc1 (stereo not given)	-0.3%	-2.0%	4.7%	-0.1	-3.3%	1.6%	-0.3%	-3.7%	-6.7%
CCOc1ccc(S(=O)(=O)N2CCCC(C(=O)Nc3ccccc3)C2)cc1 (stereo not given)	-16.3%	0.0%	-12.5%	2.8	15.8%	-3.4%	66.3%[activator]	i	-10.4%
CC(=O)Nc1ccc(S(=O)(=O)NC2(C(F)(F)F)N=C(c3ccccc3)NC2=O)cc1 (stereo not given)	-4.1%	0.0%	3.9%	7.1	-9.0%	-10.0%	2.7%	-2.0%	-8.3%
O=C(NCCOc1ccccc1)c1cccc2c1C(=O)c1ccc(Cl)cc1S2(=O)=O	.	.	.	.	5.9%	-3.7%	-2.9%	-3.5%	1.5%
CN(CC(=O)Nc1ccc(F)c(F)c1F)C(=O)c1ccc2c(c1)NC(=O)CS2	.	.	.	6.2	-4.2%	-15.4%	19.0%	0.7%	-6.7%
COc1cccc(C(=O)OCC(=O)N2CCc3ccccc32)c1OC	.	.	.	-3.9	-12.7%	-10.2%	12.7%	1.0%	-8.2%
O=C(CCSCCc1ccccn1)Nc1ccc(Cl)cc1	-1.9%	0.7%	9.3%	-7.9	.	-12.4%[60.1 µM]	18.4%	6.4%	-12.0%
CCCCOc1ccc(-c2nc(SCC(N)=O)n[nH]2)cc1	26.6%	-1.8%	-11.7%	-15.9	10.7%	0.7%	18.4%	-2.0%	-15.6%
CCN(C(=O)COc1ccc(C(C)=O)cc1)c1cccc2ccccc12	.	.	.	-31.8	12.0%	-6.5%	11.8%	i	-9.2%
COC(=O)[C@H](Cc1ccccc1)NC(=O)Nc1ccc(S(N)(=O)=O)cc1	35.1%	-0.5%	-10.7%	-8.4	1.1%	9.6%	-6.2%	i	-6.1%
CCSC(=O)N(CC)CC(=O)Nc1c(CC)cccc1CC	29.9%	-0.1%	-13.3%	9.4	1.5%	-0.3%	-3.6%	-1.1%	-6.3%
CCC(=O)N1CCc2cc(S(=O)(=O)N3CCN(c4cc(Cl)ccc4C)CC3)ccc21	?	-5.1%	-4.6%	-6.7	-17.9%	-10.2%	14.1%	-2.1%	-14.7%
Cc1ccccc1CSc1nc(-c2ccccc2)nc2c1Cc1c(CO)cnc(C)c1O2	0.0%	-2.9%	-1.6%	-21.6	.	0.4%	0.0%	i	-10.2%
Cc1nnc(SCC(=O)Nc2ccccc2N2CCOCC2)s1	-18.3%	-4.6%	2.0%	0.2	2.5%	-5.0%	9.9%	4.1%	-0.7%
Cc1[nH]c2ccccc2c1/C=N/NC(=S)NCc1ccccc1	0.8%	-11.5%	-0.3%	2.2	-2.8%	-5.5%	1.4%	-1.3%	-19.0%
Cc1ccc(/C=C/C(=O)N2CCN(S(=O)(=O)c3cccs3)CC2)o1	1.5%	-3.3%	6.3%	3.2	7.6%	-3.2%	23.4%	-6.2%	-3.0%
Cc1nn(-c2ccccc2)c(Cl)c1/C=N/NC(=O)c1ccc(CNc2ccccc2)o1	-9.7%	-2.4%	-9.7%	-2.9	-6.5%	-1.6%	-4.3%	-8.3%	-14.1%

Bioassay records from PubChem BioAssay.
